Source: PubChem BioAssay (National Center for Advancing Translational Sciences (NCATS))
EPAC2 ag: agonists of human EPAC2 (RAPGEF4) | Q8WZA2 | EPAC2 activation, biochemical qHTS; response scale: 100% = 6.5 mM cAMP response | Potency, µM (doses to about 154 µM), without a hit: at the highest dose activation, usual class: activators | 360,000 compounds, 0.079% hits; note: potency is the fitted concentration of half-maximal effect; nearly all actives have a fitted effect of over 50% in size
Target sequence (Q8WZA2 whole entry, looked up): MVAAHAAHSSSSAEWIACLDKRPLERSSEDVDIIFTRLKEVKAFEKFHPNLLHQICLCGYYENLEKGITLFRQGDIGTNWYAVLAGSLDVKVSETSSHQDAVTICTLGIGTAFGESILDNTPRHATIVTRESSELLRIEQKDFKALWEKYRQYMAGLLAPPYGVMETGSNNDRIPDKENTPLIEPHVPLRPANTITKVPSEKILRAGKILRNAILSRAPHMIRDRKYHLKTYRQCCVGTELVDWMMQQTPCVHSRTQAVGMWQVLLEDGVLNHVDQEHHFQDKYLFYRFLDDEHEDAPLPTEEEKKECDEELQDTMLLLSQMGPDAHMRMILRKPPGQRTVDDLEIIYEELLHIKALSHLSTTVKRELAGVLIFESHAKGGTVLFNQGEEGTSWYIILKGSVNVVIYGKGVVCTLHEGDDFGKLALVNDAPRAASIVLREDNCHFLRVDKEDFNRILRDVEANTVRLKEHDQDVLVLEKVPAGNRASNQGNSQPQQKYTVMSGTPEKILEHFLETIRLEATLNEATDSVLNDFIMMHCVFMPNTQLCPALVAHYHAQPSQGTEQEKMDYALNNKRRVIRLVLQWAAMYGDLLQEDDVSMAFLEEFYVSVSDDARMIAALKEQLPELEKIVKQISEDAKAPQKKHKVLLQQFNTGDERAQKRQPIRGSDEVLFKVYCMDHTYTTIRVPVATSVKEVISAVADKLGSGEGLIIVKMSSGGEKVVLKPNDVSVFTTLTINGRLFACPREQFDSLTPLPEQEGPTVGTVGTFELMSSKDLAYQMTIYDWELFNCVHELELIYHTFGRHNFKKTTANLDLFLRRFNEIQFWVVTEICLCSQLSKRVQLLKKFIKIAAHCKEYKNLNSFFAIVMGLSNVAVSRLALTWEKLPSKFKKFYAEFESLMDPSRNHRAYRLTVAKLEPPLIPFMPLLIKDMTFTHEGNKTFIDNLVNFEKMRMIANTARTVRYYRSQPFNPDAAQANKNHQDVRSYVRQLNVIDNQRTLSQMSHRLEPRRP
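EPAC2 (100 nM) mixed with Rap1B loaded with BODIPY-GDP (250 nM) plus 50 uM unlabeled GDP; compounds pinned in, 5 min RT, then read every 5 min for 30 min (ex 480, em 540 nm). Normalized to cAMP control.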
Mm-Cpn inhibitor: M. maripaludis TRiC chaperonin inhibition; purified Mm-Cpn ATPase, ADP Transcreener TR-FRET; 330,000 compounds, 0.031% hits; Potency, µM (series often up to 76.9 µM), for inactives: top-dose activity, negative = inhibition, most hits filed as inhibitors; note: potency is the fitted concentration of half-maximal effect; % is set by controls: 0 for no effect and ±100 for the full control effect; nearly all actives have a fitted effect of over 80% in size
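Quantitative HTS used 25 nM Mm-CPN and 10 uM ATP in magnesium/KCl Tris buffer, pH 7.4, with 1 mM DTT. Hydrolysis ran 30 min at 37°C; ADP was read by HTRF.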
Akt phos inh: blocks phosphorylation of Akt | Neuro2A IGF-stimulated pAkt S473 HTRF, 20 min; stronger effect = lower value | activity change, % for hits at 50 µM | 360,000 compounds, 0.32% hits; in the data active = activity change below about -80%; inconclusive = mostly about -51% to -80%; note: % is set by controls: 0 for no effect and ±100 for the full control effect
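Neuro2A cells in DMEM with 0.5% FBS, overnight at 37 deg C, given compound at single 50 µM final, then IGF (6 nM final) for 20 min at 37 deg C. Lysed; phospho-Akt Ser473 by HTRF after 24 h, 665/615 ratio.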
CCT modulator: cytosolic chaperonin activity modulation; purified chaperonin ATPase assay, HTRF ADP detection, 30 min; 360,000 compounds, 0.3% hits; activity change, % (concentration not given with the values), hits read low; AID 651819; in the data active = activity change below about -30%; note: % is set by controls: 0 for no effect and ±100 for the full control effect
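ATPase activity: ADP formed was measured by HTRF Transcreener (665/615 nm ratio) after 30 min at 37 deg C with 10 uM ATP. Compounds screened at one 76 uM concentration against 40 or 20 nM TRiC in Tris pH 7.4/KCl/MgCl2/DTT buffer.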
EPAC2 antag: antagonists of human EPAC2; Q8WZA2; EPAC2 GEF exchange of Rap1B-BODIPY-GDP, fluorescence; Potency, µM (top dose mostly 114 µM), without a hit: top-dose activity, negative = inhibition, hits mostly inhibitors; 360,000 compounds, 0.18% hits; AID 720708; note: potency is the fitted concentration of half-maximal effect; % is set by controls: 0 for no effect and ±100 for the full control effect; nearly all actives have a fitted effect of over 45% in size; many of its hits are not listed in these tables
PTHR1 agonist: agonists of human PTHR1 parathyroid hormone receptor; AID 743266; Potency, µM (series often up to 115 µM), for inactives: at the top dose activation, actives largely listed as activators; HEK293 GP2 PTHR1 cells, GloSensor cAMP luminescence, 1 h; 410,000 compounds, 0.075% hits; Q03431; note: potency is the fitted concentration of half-maximal effect; nearly all actives have a fitted effect of over 55% in size; some results filed as inactive show a strong effect at the top dose; inactives centre near -15; many of its hits are not listed in these tables
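HEK-293-derived GP2 cells expressing PTHR1 and a GloSensor cAMP reporter, 3,000/well, plated overnight, given luciferin plus IBMX (each 0.5 mM as added) for 1 h at 37 °C, then compound for 1 h at 37 °C. Luminescence was read after 15 min at room temperature.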
D3 antag: blocks the human D3 dopamine receptor | AID 652054 | P35462 | max response, negative = inhibition, % | D3R cells, DiscoveRx beta-arrestin luminescence, antagonist mode; stronger effect = lower value | 360,000 compounds, 2.5% hits; in the data active = max response below about -50%; inconclusive = no clear call, values can overlap the other calls; note: % is set by controls: 0 for no effect and ±100 for the full control effect; mostly tested at two doses, the higher about 12 µM
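Cells expressing the human receptor were seeded at 1500 cells/well, incubated overnight at 37 degrees C in 5% CO2, then exposed to library compounds with dopamine controls for 90 minutes at 37 degrees C before luminescent detection.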
DRD3 agonist: agonists of human D3 dopamine receptor; P35462; D3R DiscoveRx beta-arrestin cells, luminescence, 90 min; max activation, %; 410,000 compounds, 0.58% hits; in the data active = max activation above about 30%; note: 0% is about no effect; mostly tested at two doses, the higher about 12 µM
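Agonist-mode cell screen: cells plated at 1500/well and incubated overnight at 37 °C, then exposed to library compounds for 90 min at 37 °C. Detection reagent was added for 30–60 min at room temperature, and luminescence was read.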
* hit, by the source's call; i = inactive; ? = inconclusive; nt = not tested or not shown; [ ] = remark or other dose. Unless noted, calls come from the whole dose curve; as a rule, active = well fitted curve in the direction sought with a large enough effect; inconclusive = small, poorly fitted or top-dose-only effect, or another doubt; inactive = no such curve, though single readings can be large; an effect the other way counts as inactive or inconclusive. These rows are one share of the data; count on the stated rates, not on these rows.

SMILES | EPAC2 ag | Mm-Cpn inhibitor | Akt phos inh | CCT modulator | EPAC2 antag | PTHR1 agonist | D3 antag | DRD3 agonist
C[C@H]1CC[C@@]2(O[C@@H](CCO)C[C@@H](O)[C@@H]2O)O1 | 5% | nt | i | 3.1 | -12% | i | 29 | -10
O=C1NC(c2ccccc2)Nc2c1sc(=S)n2-c1ccccc1 (configuration not stated) | 5% | 2% | i | -16 | -7% | i | 1 | 1
CC(C)c1nnc(NC(=O)CC23CC4CC(CC(C4)C2)C3)s1 | 4% | 0% | i | -2.5 | 9% | -8% | 19 | 3
CCc1ccccc1NC(=O)CN1CCN(C(=O)C2CCN(C(=O)/C=C/c3ccccc3)CC2)CC1 | 6% | -1% | i | -0.9 | 0% | -39% | -11 | 1
CC(=O)Nc1nc(CC(C)C)cc2c1c(=O)oc1ccccc12 | 10% | -2% | i | 1.4 | 3% | i | -1 | -7
CCCc1nc2scc(-c3ccccc3)c2c(=O)n1N | 7% | -2% | i | -0.6 | 1% | i | 36 | 5
COc1ccccc1NC(=O)N1CCN(c2ccc3nncn3n2)CC1 | 5% | -1% | i | 0.7 | 7% | i | 2 | 2
C=C1CCN([C@@H](CC(C)C)C(=O)NCc2ccc(Cl)cc2)S(=O)(=O)c2ccccc21 | 14% | nt | i | -1.6 | 6% | i | 22 | -7
O=Cc1cccc(OC(=O)/C=C/c2ccco2)c1 | 2% | -4% | i | -0.3 | 5% | -25% | 4 | 10
Cc1noc(C)c1C(=O)OCC(=O)Nc1cccc(S(=O)(=O)N(C)C)c1 | 4% | -15% | i | 0.9 | -1% | i | 0 | 0
Cc1cc(C)n(-c2nc3ccccc3nc2N2CCN(C(=O)c3ccc(F)cc3)CC2)n1 | 14% | -2% | i | -1.5 | -13% | -17%[57.5 µM] | -27 | 10
O=C(CSc1nnc(-c2ccc(O)cc2)o1)Nc1ccccc1Br | 3% | 0% | i | 2.1 | 3% | i | -10 | 1
CC(=O)c1cccc(NC(=S)NC(=O)c2ccccc2C)c1 | 1% | 3% | i | 1.4 | 12% | i | 7 | 3
CC1SCC(=O)N(CC(=O)Nc2ccc3c(c2)OCO3)C1=O (configuration not stated) | 4% | 2% | i | -0.5 | 2% | i | 0 | 0
CCOC(=O)N1CCC(N2C(=O)c3ccccc3C2Nc2cc(Cl)c(OC)cc2OC)CC1 (configuration not stated) | 22% | 2% | i | -2.7 | -5% | -6% | -5 | 1
Cc1ccccc1C(=O)N1CCC[C@@H]1C(=O)N1CCC[C@H]1C(=O)NCc1ccncc1 | 3% | nt | i | -3.0 | 9% | -24% | 0 | -3
COc1cc(NC(=S)NC(C)(C)C)c(OC)cc1Cl | 12% | 1% | i | -2.7 | -4% | -3% | -2 | -4
COc1ccccc1C(=O)NC(=S)Nc1ccc(Cc2ccncc2)cc1 | 1% | 2% | i | -1.3 | 3% | -20% | 36 | 1
O=C1c2ccccc2C(=O)c2c1cccc2N1CCN(Cc2ccccc2)CC1 | 4% | -1% | i | -0.9 | -4% | -8%[57.5 µM] | -83* | -7
O=S(=O)(c1ccc(Cl)cc1)N1CCCC(C(F)(F)F)C1 (configuration not stated) | -1% | 0% | i | -0.6 | -6% | -11% | 9 | 2
COc1ccccc1N1CCN(S(=O)(=O)/C=C/c2ccccc2)CC1 | 13% | -8% | -126%* | -0.8 | -5% | -9%[57.5 µM] | 8 | -6
O=S1(=O)N[C@H](Cc2ccccc2)COc2cc(N3CC[C@H](O)C3)ccc21 | 10% | nt | i | -1.1 | 5% | i | -28 | -4
Cc1ccc(CNC(=O)C(N=C2NS(=O)(=O)c3ccccc32)C(C)C)cc1 (configuration not stated) | 5% | 1% | i | 0.2 | -6% | -37%[inhibitor] | -6 | -5
COc1cc(OC)cc(C(=O)N[C@H](C(=O)OCC(=O)Nc2ccc(C(N)=O)cc2)C(C)C)c1 | -1% | -1% | i | -4.0 | -1% | i | 5 | 3
Cc1ccc(NC(=O)NCCc2ccc(S(N)(=O)=O)cc2)cc1 | 10% | 0% | i | -1.3 | -3% | i | -13 | -2
COc1ccc(Cn2cnc([N+](=O)[O-])c2)cc1[N+](=O)[O-] | 5% | -3% | i | -2.3 | 14% | -3% | 7 | 10
CC(=O)Nc1ccc(S(=O)(=O)Nc2ccc(C(=O)NCC(=O)O)cc2)cc1 | 8% | 0% | i | -0.7 | 13% | i | 3 | 4
CC(C)(C)C1=Nn2c(nnc2-c2ccccn2)SC1 | 3% | -3% | -111%* | 1.0 | 13% | i | ? | -3
C(=C\c1ccccc1)/C=N/Nc1nc2ccccc2s1 | 17% | 0% | i | -2.0 | 5% | -14%[57.5 µM] | 10 | 0
CC1CC(C)CN(CCCNC(=O)c2ccc(N3CCCC3=O)cc2)C1 (configuration not stated) | 6% | 2% | nt | 0.7 | -3% | i | -6 | -1
Cc1ccc(C)c(NC(=O)CN(C)C(=O)c2ccccc2Cc2ccccc2)c1 | 2% | -2% | i | 1.7 | -2% | -10% | ? | -9
Cc1cc(C)c(C(=O)/C=C/c2ccco2)c(=O)[nH]1 | 6% | -1% | i | -1.3 | 11% | -13% | -3 | 4
CCOC(=O)CSc1nc2ccccc2c(=O)n1C | 8% | 1% | i | -1.5 | -3% | i | 5 | 3
COCCn1c(SCC(=O)Nc2cc(C(C)(C)C)nn2-c2ccccc2)nnc1-c1ccncc1 | -3% | 0% | i | -0.8 | 6% | -10% | 25 | -2
O=C(NCc1ccc(F)cc1)C1CCCN1C(=O)Nc1ccc(Cl)cc1 (configuration not stated) | -9% | -1% | i | 1.0 | -2% | -13% | 9 | 2
CCOCc1c(C(=O)Nc2ccc3nc(N4CCOCC4)sc3c2)oc2ccccc12 | 5% | -19% | i | 1.3 | -2% | -33%[inhibitor] | 60 | 1
Cc1ccc(SSc2cc(C)ccc2N)c(N)c1 | 7% | -4% | i | -1.7 | -22% | -49%[inhibitor] | -14 | -18
Cc1ccc(S(=O)(=O)NCC2CCC(C(=O)NCc3ccccn3)CC2)cc1 (configuration not stated) | 3% | 0% | i | -4.4 | 10% | i | -11 | 1
CCCCCC(=O)NC(=S)Nc1ccc(NC(=O)c2ccco2)cc1 | 0% | -2% | i | -2.4 | -4% | i | 9 | 1
C=CCNC(=O)/C(=C\C=C\c1ccccc1)NC(=O)c1ccccc1Cl | -6% | 1% | i | -1.1 | 9% | i | 4 | 4
COc1ccc(O)c(C=Nc2cc(NC(C)=O)c(Cl)cc2Cl)c1 | 4% | -1% | i | -1.1 | 4% | i | -13 | -2
COc1ccc(NS(=O)(=O)c2ccc(C(=O)NCC3(N4CCOCC4)CCCCC3)cc2)cc1 | 1% | 0% | i | 1.2 | -2% | i | 0 | -6
COc1cccc(NC(=O)C2CC2(c2cccc(OC)c2)c2cccc(OC)c2)c1 (configuration not stated) | 15% | -2% | i | -0.1 | -7% | i | -25 | 8
O=C(COC(=O)CC1c2ccccc2CCN1S(=O)(=O)c1ccc(F)cc1)Nc1ccccc1 (configuration not stated) | 9% | -1% | i | -1.3 | -2% | -15% | -5 | -6
COc1ccccc1-c1nc2ccc(Cl)cc2c(=O)n1O | -4% | 1% | i | -0.7 | 6% | 6% | 19 | -2
O=C(Nc1ccccc1F)c1cc2nc(C(F)F)cc(C(F)F)n2n1 | -14% | -2% | i | -1.1 | 5% | -5%[57.5 µM] | 16 | 0
CS(=O)(=O)N(Cc1cccc(CN(C(C(=O)O)c2ccccc2)S(C)(=O)=O)c1)C(C(=O)O)c1ccccc1 (configuration not stated) | 4% | 2% | i | -1.2 | 6% | i | -1 | 0
COc1cc2c(cc1OC)CN(C(=O)c1ccc(OC)c(S(=O)(=O)N3CCOCC3)c1)CC2 | 8% | 0% | i | -0.7 | 8% | -16%[57.5 µM] | 7 | -5
NC(=O)C1CCCN(C(=O)c2cccc(S(=O)(=O)N(Cc3ccccc3)c3ccccc3)c2)C1 (configuration not stated) | 14% | -1% | i | -1.6 | 6% | -26% | 14 | -6
CCOC(=O)N1CCN(C(=O)CS(=O)(=O)Cc2nc(-c3ccccc3C)oc2C)CC1 | 13% | -2% | i | -2.5 | 2% | -61%[inhibitor] | -22 | -5
CC(C)CN1CC(=O)N2C(c3ccccc3)c3[nH]c4ccccc4c3C[C@H]2C1=O (some centres not stated) | 2% | 2% | i | 0.8 | 6% | i | 35 | 16
CSCCC(C(=O)Nc1c(C)cccc1C)N(C)CCc1ccccc1 (configuration not stated) | 18% | nt | i | 0.2 | 0% | -22% | 11 | 1
O=C(NCc1cn(-c2ccccc2)nc1-c1ccccc1)c1ccc([N+](=O)[O-])cc1 | 2% | 1% | i | 1.7 | -2% | -3% | 0 | -1
O=C(CN1c2ccccc2Sc2ccccc21)N/N=C/c1ccc(Cl)cc1 | 1% | -17% | i | -0.6 | 3% | i | -16 | 6
N#Cc1ccsc1NC(=O)C1=COCCO1 | 6% | 1% | i | 2.8 | -9% | -2% | -4 | 1
O=C(CCc1ccc(S(=O)(=O)NCc2ccccc2)cc1)N1CCN(Cc2ccc3c(c2)OCO3)CC1 | 3% | -1% | i | -1.9 | -1% | i | 10 | -21
N/C(COc1ncn(-c2ccccc2)n1)=N\S(=O)(=O)c1ccc(Cl)cc1Cl | 8% | 1% | i | -1.2 | -16% | i | -27 | -9
O=C(CCn1c(=O)sc2ccccc21)Nc1cccnc1 | 5% | 1% | i | -0.5 | -1% | i | -16 | -13

A different layout for some results above:
COc1ccccc1NC(=O)N1CCN(c2ccc3nncn3n2)CC1
  EPAC2 ag = 5%	Mm-Cpn inhibitor = -1%	Akt phos inh = i	CCT modulator = 0.7	EPAC2 antag = 7%	PTHR1 agonist = i	D3 antag = 2	DRD3 agonist = 2

C=C1CCN([C@@H](CC(C)C)C(=O)NCc2ccc(Cl)cc2)S(=O)(=O)c2ccccc21
  EPAC2 ag = 14%	Mm-Cpn inhibitor = nt	Akt phos inh = i	CCT modulator = -1.6	EPAC2 antag = 6%	PTHR1 agonist = i	D3 antag = 22	DRD3 agonist = -7

O=Cc1cccc(OC(=O)/C=C/c2ccco2)c1
  EPAC2 ag = 2%	Mm-Cpn inhibitor = -4%	Akt phos inh = i	CCT modulator = -0.3	EPAC2 antag = 5%	PTHR1 agonist = -25%	D3 antag = 4	DRD3 agonist = 10

Cc1noc(C)c1C(=O)OCC(=O)Nc1cccc(S(=O)(=O)N(C)C)c1
  EPAC2 ag = 4%	Mm-Cpn inhibitor = -15%	Akt phos inh = i	CCT modulator = 0.9	EPAC2 antag = -1%	PTHR1 agonist = i	D3 antag = 0	DRD3 agonist = 0
